# From PubChem
# LDHA block: qHTS assay for inhibitors of human lactate dehydrogenase; L-lactate dehydrogenase A chain (Homo sapiens), P00338; purified LDHA, NADH/diaphorase-resazurin fluorescence; active compounds read low; activity change, % (values are at about 110 or 230 µM); actives 0.15% (n = 480,000); AID 1347041, 2019; in the data active means activity change below about -30%; inconclusive means mostly about -25% to -30%;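 further: plate controls were DMSO wells for no effect and wells without enzyme for full effect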
#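 Enzyme activity of human lactate dehydrogenase 5 (2 nM; 0.06 mM NADH, 0.2 mM pyruvate, 5 min, RT) is measured via a resazurin/diaphorase fluorescence readout of residual NADH.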
# Active calls of the source: *; ? = inconclusive.
SMILES,LDHA block
Cc1cc(C)cc(Cn2cc(CN3CC(N4CCSCC4)CS3(=O)=O)nn2)c1 (configuration not stated),-6.2
COc1ccc(Nc2nc3ccccc3nc2NS(=O)(=O)c2cccc(C)c2)c(OC)c1,-0.8
O=C(c1cccc(-n2cnnn2)c1)N(Cc1ccco1)Cc1cccs1,-1.8
CC(C)Oc1ccc(C(=O)N2CCc3c(sc4ncnc(N)c34)C2)cc1,-7.7
CC1(C)CC(OC(=O)CCCCC(=O)OC2CC(C)(C)NC(C)(C)C2)CC(C)(C)N1,-0.7
COc1ccc2c(c1)Oc1nc(-c3cccs3)nc(SCC(=O)Nc3cccc(C(=O)O)c3)c1C2,-7.1
Cc1cc(-c2ccco2)n[nH]1,61.6
CC(C)C[C@H]1CN([C@@H](Cc2ccccc2)CN2CCC[C@H]2CN2C(=O)C(=O)NC[C@@H]2Cc2ccc(O)cc2)C(=O)C(=O)N1CCc1ccccc1,0.1
Cc1nc(-c2ccccc2)ncc1C(=O)O,-3.8
O=C1CCCc2[nH]cc(-c3ccccc3)c21,8.2
O=C(O)CNS(=O)(=O)c1cccc(C(F)(F)F)c1,1.6
CC(C(=O)NC(=O)NC1CC1)N1CCN(c2ccccc2F)CC1 (configuration not stated),-0.5
CSc1cccc(C(=O)Nc2cc(F)c(F)cc2Cl)c1,9.3
CC(=O)c1cccc(NC(=O)C23CC4CC(CC(C4)C2)C3)c1,1.7
Fc1ccc(-c2csc(-c3ccsc3)n2)cc1F,4.4
Cc1nc(-c2ccc(OC(F)(F)F)cc2)sc1C(=O)N1CCN(C=O)CC1,-1.7
CC(OC(=O)C1=CN2CCS(=O)(=O)N=C2C=C1)C(=O)Nc1cccc(C(F)(F)F)c1 (configuration not stated),1.4
CC(C)(C)c1csc(NC(=O)C2CCN(c3ccc(C#N)cn3)CC2)n1,2.7
CN(CCOc1ccc(Br)cc1)C(=O)CSc1nnc(-c2ccc(Cl)cc2)n1C,3.3
COc1c(CNC(C)c2nnc3n2CCC3)c(C)nn1C (configuration not stated),-11.6
O=S(=O)(NCc1ccccc1S(=O)(=O)N1CCCCC1)c1ccc2c(c1)CCCC2,9.6
Cc1cc(C(=O)O)sc1-c1ccc(C(C)(C)C)cc1,1.6
Cn1c(=O)c2c(nc(NCC(O)c3ccccc3)n2Cc2ccc(Cl)cc2Cl)n(C)c1=O (configuration not stated),-5.1
CCC(=O)N1CCc2ccccc21,-0.2
CCOc1nc(NC(=O)NC(=O)c2cccc(F)c2)nc(-c2ccccc2)n1,-1.8
Cc1ccc(C)c(C(C)NC(=O)CCNC(=O)C2CCCC2)c1 (configuration not stated),0.2
Cc1cccc(COc2ccc3c(C)cc(=O)oc3c2)c1,-4.8
O=C(CNC(=O)c1cc(-c2cccs2)on1)NC1CC1,-2.1
N#Cc1ccccc1NCc1ccccn1,-0.2
CCc1ccc(NC(=O)Cc2nc(-c3c[nH]c(C(=O)N4CCCC4)c3)cs2)cc1,0.0
CC1=C(C(=O)Nc2ccccc2)C(c2ccccc2Cl)N2C(=O)CSC2=N1 (configuration not stated),-2.0
Cc1nn(C)c(C)c1NC(=O)C1CC(=O)N(c2ccc3c(c2)CCC3)C1 (configuration not stated),9.1
Cc1nn(-c2nc3c(c(=O)n(CC(N)=O)c(=O)n3C)n2CCc2ccccc2)c(C)c1C,2.8
Cc1cccc(-c2nnc3sc(NC(=O)c4cccc(F)c4)nn23)c1,-0.2
CCCNC(=O)N1CCN(Cc2nc(-c3ccc(OC)cc3)oc2C)CC1,?
C[C@@H]1Cc2[nH][nH]c(=O)c2[C@H](c2ccc(Cl)cc2)O1,5.9
Cc1ccc(C(C(=O)Nc2ccc3c(c2)OCCO3)N(C)C(=O)Cc2cccs2)cc1 (configuration not stated),6.7
O=C(CCc1ncc(-c2ccc(Cl)cc2)o1)N1CCSCC1,-12.3
Cc1cccc(C)c1-n1nnnc1SC(C(=O)N(C)C)c1ccccc1 (configuration not stated),-0.1
COc1ccc(Cc2c(-c3cccc(Br)c3)nc3cc(C)c(Br)c(C)n23)c(C)c1,-10.7
C#CC(C)(C)NS(=O)(=O)c1cccc2nsnc12,-5.1
Cc1nnc(NC(=O)Nc2ccc(C)c(C)c2)s1,2.4
CC(C)(C)OC(=O)CC(=O)NNC(=O)c1cc2ccccc2[nH]1,-3.0
CC(=O)c1ccccc1NC(=O)C1(c2ccccc2)CCC1,12.0
CC(C1CC1)N(Cc1ccccc1)S(=O)(=O)c1ccccc1Cl (configuration not stated),-9.0
Cc1cccc(NC(=O)/C(C#N)=C2\CCCC2C)c1 (configuration not stated),7.9
CCC(C)NC(=O)Cn1c(-c2ccccc2)cc2ccccc21 (configuration not stated),-1.0
CCCCCNC(=O)c1nc(-c2c(F)cccc2F)oc1-c1ccccc1,-1.1
CCOC(=O)C1(C)C=C(Nc2cccc(Br)c2)C(=O)N1c1cccc(Br)c1 (configuration not stated),11.0
COc1ccc(Cn2cc(CN3CC(N4CCN(C5CCN(C)CC5)CC4)CS3(=O)=O)nn2)cc1 (configuration not stated),5.3

# Grouped by structure: the compounds so far with a furan ring, fused or not (2)
SMILES,LDHA block
O=C(c1cccc(-n2cnnn2)c1)N(Cc1ccco1)Cc1cccs1,-1.8
Cc1cc(-c2ccco2)n[nH]1,61.6

# More entries
SMILES,LDHA block
Cc1cccc(Nc2nnc(SCC(=O)c3ccc(Br)s3)s2)c1,-10.5
Cc1cccc(NCCC#N)c1C,0.3
O=C(O)c1cc(-c2ccc[nH]2)nc2ccccc12,-6.8
COc1cccc(NC(=O)CSc2nc3c(=O)[nH]cnc3n2C)c1,6.6
C=CCNc1nc(C(=O)OC(C)C(=O)c2ccc3c(c2)CCC3)cs1 (configuration not stated),3.0
Cc1ccccc1OCC(=O)Nc1ccc2oc(-c3ccccc3C)nc2c1,-1.4
CCCCn1nc(C(=O)Nc2ccc(OC)c(OC3CCCC3)c2)c2ccccc2c1=O,24.8
COc1cc(CNn2cnnc2)cc(Br)c1OCc1ccc(F)cc1,-12.9
CNC(=O)C1CN(C(=O)c2nn(-c3ccccc3)c(=O)c3ccccc23)c2ccccc2O1 (configuration not stated),13.0
CCOC(=O)c1c(C)[nH]c(C(=O)CSc2nnc(C)s2)c1C,-2.6

# Overlap with the part before: 7 entries; new compounds follow.
SMILES,LDHA block
COc1cccc(NC(=O)CSc2nc3c(=O)[nH]cnc3n2C)c1,6.6
C=CCNc1nc(C(=O)OC(C)C(=O)c2ccc3c(c2)CCC3)cs1 (configuration not stated),3.0
Cc1ccccc1OCC(=O)Nc1ccc2oc(-c3ccccc3C)nc2c1,-1.4
CCCCn1nc(C(=O)Nc2ccc(OC)c(OC3CCCC3)c2)c2ccccc2c1=O,24.8
COc1cc(CNn2cnnc2)cc(Br)c1OCc1ccc(F)cc1,-12.9
CNC(=O)C1CN(C(=O)c2nn(-c3ccccc3)c(=O)c3ccccc23)c2ccccc2O1 (configuration not stated),13.0
CCOC(=O)c1c(C)[nH]c(C(=O)CSc2nnc(C)s2)c1C,-2.6
CCCOc1ccc2c(=O)c(-c3ccccc3)coc2c1C,0.5
C/C(=N/NC(=O)C1CC1c1ccccc1)c1ccc(CC(C)C)cc1 (configuration not stated),7.3
COC(=O)[C@]12CCCCC=C1N(CCC1=CCCCC1)C(=O)[C@H](CC(=O)NCc1cccc(C(F)(F)F)c1)C2,0.5
CCCn1c(=O)n(CCC(=O)N(C)CC(=O)Nc2ccccc2Cl)c2ccccc21,12.8
COC(=O)c1cccc(NC(=O)CSc2ncnc3c(-c4ccc(OC)cc4)c[nH]c23)c1,3.4
CC(C)(C)C(=O)c1c(N)[nH]c(C(=O)c2ccccc2)c1-c1ccccc1Br,2.8
COc1ccc(/C=C(/C#N)c2nc3ccccc3o2)cc1OC,2.5
COc1ccc(C(=O)/C(C#N)=C\c2ccc(OC(F)F)c(OC)c2)cc1,-24.9
Cc1ccc2ncc([N+](=O)[O-])cc2c1,6.2
CC(C)c1ccc(/C=C(/C#N)C(=O)Nc2ccc(N3CCOCC3)cc2)cc1,6.6
FC(F)(F)c1ccc(/C=N/Nc2ccc(Cl)c(Cl)c2)cc1,-18.0
Cc1c(C)c2cc(Cl)c(OCC(=O)NCc3cccnc3)cc2oc1=O,2.7
Cc1ccc2c(C)c(CCC(=O)N3CCCCCCC3)c(=O)oc2c1,0.1
CC(=O)Nc1cccc(C(C)NCc2csc(C)n2)c1 (configuration not stated),1.2
c1ccc(-c2ccc(CNCc3cccnc3)o2)cc1,-3.5
NC(=O)Nc1cccc([N+](=O)[O-])c1,1.3
N#Cc1cccc(NC(=O)CNc2ccccc2C(N)=O)c1,4.3
CCCC1C(c2ccc(Cl)cc2)NC(c2ccc(Cl)cc2)C(C)C1(O)CCC (configuration not stated),-2.3
CC(C)c1ccccc1NC(=O)CSc1ccccc1Cl,-0.7
COC(=O)c1sc(N)c(C#N)c1C,1.1
CC(NS(=O)(=O)c1cccs1)c1ccccn1 (configuration not stated),5.2
Cc1ccsc1CN(C)Cc1ccccc1,-3.0
COc1ccc(Cl)cc1NC(=O)c1ncoc1-c1ccc(C)o1,-3.2
CCCCCCCCN1C(=O)[C@H](CC(=O)NCc2cccc3ccccc23)C[C@@]2(C(=O)OC)CC(C)(C)CC=C12,0.2
NC(=O)C1CCN(c2nc(-c3cccc(C(F)(F)F)c3)cs2)CC1,2.4
CC(=O)c1ccc(NC(=O)c2cc(-c3ccccn3)nc3ccccc23)cc1,-5.7
Cc1ccc(NC(=O)COC(=O)c2cccc(F)c2)cc1S(=O)(=O)N1CCCCC1,1.5
NC(=O)Nc1ccc([N+](=O)[O-])cc1,3.0
COc1ccc(Cc2nc3c4c(C)c(C)n(-c5cc(C)ccn5)c4ncn3n2)cc1OC,5.9
O=C(c1cc2ccccc2[nH]1)N1CCN(C(=O)C2CC2)CC1,11.4
CCc1ccc(/C(C)=N/NC(=O)c2ccccc2C)s1,0.9
CC(C)Sc1ccccc1C(N)=O,-0.6
Cc1cc(Cl)ccc1OC(C)c1nc(-c2ccc(Br)o2)no1 (configuration not stated),1.6
CC(=O)C(=Cc1ccc(-c2ccccc2)cc1)C(=O)c1ccccc1,0.4
CCc1ccccc1NC(=O)CN1CCN(Cc2csc(-c3ccc(Cl)cc3)n2)CC1,9.1
C/C(=N/Nc1c(F)c(F)nc(F)c1F)c1ccc(Cl)c([N+](=O)[O-])c1,1.1
O=C(NCCc1cccnc1)c1ccc2ccccc2c1,-1.7
COC(=O)c1ccc(CNC(=O)c2ccc(F)cc2)cc1,-1.1
O=S(=O)(Nc1cccc2c1CCCC2)c1ccc(F)c(F)c1,11.8
CCC(c1nnnn1-c1ccc2c(c1)OCCO2)N1CCc2ccccc2C1 (configuration not stated),1.3

# Reprinted from the part before: four entries, followed by the next part.
SMILES,LDHA block
O=C(NCCc1cccnc1)c1ccc2ccccc2c1,-1.7
COC(=O)c1ccc(CNC(=O)c2ccc(F)cc2)cc1,-1.1
O=S(=O)(Nc1cccc2c1CCCC2)c1ccc(F)c(F)c1,11.8
CCC(c1nnnn1-c1ccc2c(c1)OCCO2)N1CCc2ccccc2C1 (configuration not stated),1.3
COC(=O)COc1ccc2ccc(=O)oc2c1,4.1
O=C1Nc2cc(C(=O)N3CCN(c4ccccc4)CC3)ccc2N2CCCC12 (configuration not stated),5.6
O=C1c2ccccc2NC(c2csc(-c3ccc(Cl)cc3)n2)N1Cc1ccco1 (configuration not stated),2.1
O=C(/C=C/c1ccco1)NCCc1c[nH]c2ccccc12,9.2
CC1=C2C(=O)CC(C)CC2=Nc2ccccc2N1 (configuration not stated),3.0
Clc1ccccc1CNC1=NCCNC12CCOCC2,-6.4
O=C1CC(C(=O)Nc2ccc3c(c2)OCCO3)n2c(nc3ccccc32)N1 (configuration not stated),-7.0
NC(=S)N/N=C/c1ccc(C2C=CCC2)s1 (configuration not stated),-7.7
CCOC(=O)c1ccc(NC(=O)COc2cc(C)c(Cl)c(C)c2)cc1,-0.7
CCc1[nH]c(C(=O)OCC(=O)NC2CCCC2)c(C)c1C(=O)OC,-4.4
Cc1nc2cc(NS(=O)(=O)c3ccccc3Cl)ccc2o1,19.9
CN1CCC(=NNC(=O)C(=O)NCCc2ccccc2)CC1,10.4
CCCCCCn1c(SCC(=O)Nc2ccccc2)nc2c1c(=O)n(C)c(=O)n2C,7.4
O=C1NC[C@H](CCCCN2C[C@H](Cc3ccccc3)N(CCc3ccc(O)cc3)C(=O)C2=O)N(CCC2CCCCC2)C1=O,-1.0
Cc1cccc(N/C=C/C(=O)c2ccc([N+](=O)[O-])cc2)c1,2.1
CC(NC(=O)CCc1c[nH]c2ccccc12)c1cccc2ccccc12 (configuration not stated),5.9
CCN(CC)S(=O)(=O)c1ccc(Oc2ccccc2)c(NC(=O)c2cnccn2)c1,6.6
Cc1cnc(NC(=O)Cn2ccc3ccc(Br)cc32)s1,6.5
CCOC(=O)c1ccc2ncc(C(=O)OCC)c(NCCCOC(=O)C(C)(C)C)c2c1,15.3
C/C(=N/NC(=O)CC#N)c1ccc(C)cc1C,-11.6
CC(=O)c1ccc(OCCOc2ccccc2Cl)cc1,10.3
COc1ccc(OCCNC(=O)c2cnc3ccccc3n2)cc1,12.4
O=C1Cc2cc(C(=O)CSc3nnc(-c4ccc(O)cc4)o3)c(Cl)cc2N1,1.1
Cc1ccc(-c2csc3ncn(CC(=O)c4cc(C)n(C)c4C)c(=O)c23)s1,4.4
Cc1ccc(/C(O)=C2\C(=O)C(=O)N(CCCO)C2c2ccccc2)cc1 (configuration not stated),-3.2
Cc1cnc2c(S(=O)(=O)NCCCNS(C)(=O)=O)cccc2c1,0.0
COc1ccc2cc(S(=O)(=O)N3CCCC3)c(=O)oc2c1,-13.5
NC(=O)c1ccc(COC(=O)c2cc(S(N)(=O)=O)ccc2Cl)cc1,3.8
O=C(NNC(=O)C1CCC(c2ccccc2)CC1)c1ccccc1Cl (configuration not stated),3.1
CCOc1cc(/C=C2/NC(=O)NC2=O)cc(I)c1OCc1ccc(C(=O)O)cc1,-5.7
S=C(NCc1ccc(Cl)cc1)C1CCCCC1,8.4
CCn1c(SCC(=O)Nc2ccc(C(C)=O)cc2)nc2c(-c3ccccc3)csc2c1=O,-7.1
O=C(NC1CC1)c1cn(-c2ccccc2)nc1-c1cccnc1,3.6

# Only part of the results is shown; count on the stated rates, not on these rows.
